Source: PubChem BioAssay
m-calpain inh: inhibitors of pig calpain II, primary screen, biochemical, fluorogenic peptide substrate, 1536-well; 220,000 compounds, 0.37% hits; inhibition, % at 16 µM; purified calpain II, 30 min;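 active means inhibition above about 50%, limit read from the data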
PERK inhibitor: block of dimerizer-induced PERK translation repression, primary screen, PERK inhibitor project, CHO PERK-DD cells, SEAP luminescence, HTS. AID 1416, 2008. inhibition, % at 5.6 µM. 220,000 compounds, 0.17% hits. Eukaryotic translation initiation factor 2-alpha kinase 3 (Homo sapiens), Q9NZJ5. CHO PERK-DD fusion, SEAP luminescence translation reporter;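 active means inhibition above the mean inhibition of all tested compounds plus 3 SD, set separately per screening campaign, cut at about 2.9% in these data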;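 further: PERK kinase domain activated by AP20187 dimerizer at 100 nM; 0% = DMSO with dimerizer and 100% = rapamycin at 8.4 µM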
EP2 modulator: EP2 receptor modulators, cAMP readout, primary screen, cell-based, HTRF cAMP, PGE2 stimulation; induction, % at 25 µM; 260,000 compounds, 0.83% hits; EP2-expressing cells, cAMP HTRF FRET, PGE2 co-stimulation;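 active means compounds whose cAMP rise, as percent of the full-agonist control response, exceeds 60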;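 further: rat C6 glioma line stably carrying human EP2 under a CMV promoter; the protocol text gives 20 µM as final concentration; 100% = response of wells given 1 µM PGE2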
Target sequence (P43116 whole entry, looked up): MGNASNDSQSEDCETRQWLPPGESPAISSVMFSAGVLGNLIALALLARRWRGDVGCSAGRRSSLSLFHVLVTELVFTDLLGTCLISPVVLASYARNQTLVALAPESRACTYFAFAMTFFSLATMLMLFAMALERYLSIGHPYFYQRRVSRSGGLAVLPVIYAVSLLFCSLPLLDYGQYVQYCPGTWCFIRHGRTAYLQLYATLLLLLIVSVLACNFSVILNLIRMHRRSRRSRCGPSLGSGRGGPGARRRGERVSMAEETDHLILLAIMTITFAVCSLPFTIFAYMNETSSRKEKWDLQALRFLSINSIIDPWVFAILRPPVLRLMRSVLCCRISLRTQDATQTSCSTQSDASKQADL
zfTRPN1 agonist: zebrafish TRPN1 channel agonists, primary screen, cell-based, HEK293, calcium fluorescence; transient receptor potential cation channel N1 (TRPN1/NompC), Danio rerio; HEK293 zebrafish TRPN1-YFP, Fluo-8 calcium fluorescence; 100% = response to 87 µM carbachol; AID 1424, 2008; activation, % at 3 µM; 220,000 compounds, 0.18% hits;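 active means activation above its plate's cutoff, the mean activation of test wells on that plate plus 3 SD, cut at about 19% in these data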;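 further: 0% = DMSO alone and 100% = 87 µM carbachol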
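Control set: carbachol 87 µM as high control, DMSO as low control; system: HEK293 stable line with zebrafish TRPN1-YFP; read-out: % activation versus carbachol response; detection: intracellular calcium fluorescence with Fluo-8; doses: single test compound dose, 3 µM nominal, 0.3% DMSO; schedule: dye 1 h 37 °C plus 30 min RT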
TRPML3 agonist: human TRPML3 channel agonists, primary screen, cell-based, HEK293 TRPML3-YFP, Fluo-8 calcium fluorescence, 3 µM; 100% = the carbachol control signal; activation, % at 3 µM; 220,000 compounds, 0.29% hits;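 active means activation above its plate's cutoff, the mean activation of the plate's test wells plus 3 SD, cut at about 12% in these data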;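 further: 0% = DMSO only wells and 100% = carbachol wells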
Target sequence (Q8TDD5 whole entry, looked up): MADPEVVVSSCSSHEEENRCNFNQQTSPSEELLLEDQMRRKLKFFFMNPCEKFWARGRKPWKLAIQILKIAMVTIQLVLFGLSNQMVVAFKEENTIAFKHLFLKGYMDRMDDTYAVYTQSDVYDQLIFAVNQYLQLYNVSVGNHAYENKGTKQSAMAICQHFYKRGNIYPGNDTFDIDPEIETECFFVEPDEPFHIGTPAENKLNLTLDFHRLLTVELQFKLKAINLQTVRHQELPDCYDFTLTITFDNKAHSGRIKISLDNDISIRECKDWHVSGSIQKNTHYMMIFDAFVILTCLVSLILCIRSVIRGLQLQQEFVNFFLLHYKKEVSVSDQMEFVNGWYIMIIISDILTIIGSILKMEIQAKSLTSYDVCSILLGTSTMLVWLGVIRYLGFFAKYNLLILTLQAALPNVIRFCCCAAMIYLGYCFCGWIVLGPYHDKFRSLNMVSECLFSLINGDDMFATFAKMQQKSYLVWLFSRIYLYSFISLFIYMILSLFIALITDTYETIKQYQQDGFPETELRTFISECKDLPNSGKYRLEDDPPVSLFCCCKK
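Material: HEK293 cells stably carrying human TRPML3-YFP; compound dosing: single dose, 3 µM final nominal compound, 0.3% DMSO final; incubation: 1-h 37 °C dye load, 5-s basal, 120-s post-compound reads; technique: Fluo-8 intracellular calcium fluorescence, excitation 470-495 nm, emission 515-575 nm; read-out basis: percent activation from peak-to-basal fluorescence ratio, scaled between DMSO and carbachol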
S1P4 antagonist: S1P4 receptor antagonists, primary screen, cell-based. S1P4-expressing cells, antagonist mode, reporter read-out. inhibition, % at 4.98 µM. 220,000 compounds, 0.26% hits; in the data active means inhibition above about 29%;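 further: 0% = wells stimulated with agonist and 100% = vehicle wells without agonist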
Ba/F3 V617F tox: reduced viability of JAK2V617F-dependent Ba/F3 cells, primary screen, JAK2V617F inhibitor project, cell-based, Ba/F3 EpoR-JAK2V617F, luminescence. AID 1446, 2008. 220,000 compounds, 1.1% hits. inhibition, % at 5.6 µM. ATP luminescence;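 active means inhibition above the campaign mean plus 3 SD over all tested compounds, cut at about 24% in these data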;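 further: cytokine-independent growth of Ba/F3 cells driven by EpoR plus mutant JAK2; 0% = DMSO-treated cells and 100% = JAK inhibitor I control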
S1P4 ag: S1P4 receptor agonists, primary screen, cell-based; activation, % at 4.98 µM; S1P4-expressing cell line, agonist reporter assay; 220,000 compounds, 0.35% hits; Sphingosine 1-phosphate receptor 4 (Homo sapiens), O95977; in the data active means activation above about 11%;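 further: 0% = DMSO vehicle and 100% = reference agonist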
BaF3 parental: parental Ba/F3 cell viability inhibition, counter-screen for JAK2V617F inhibitor project, murine pro-B, CellTiter-Glo luminescence; 220,000 compounds, 1.1% hits; inhibition, % at 5.6 µM; CellTiter-Glo ATP luminescence;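 active means inhibition above a per-campaign cutoff, the mean inhibition of all tested compounds plus 3 SD, cut at about 27% in these data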;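 further: 0% = DMSO wells and 100% = JAK Inhibitor I control wells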
Numbers without * were called inactive; & = joins results of further samples. Rows were taken by chance; any-hit rate near 3.6%.

SMILES	m-calpain inh	PERK inhibitor	EP2 modulator	zfTRPN1 agonist	TRPML3 agonist	S1P4 antagonist	Ba/F3 V617F tox	S1P4 ag	BaF3 parental
CC1CCC(C(=O)NC(C(=O)NCc2cccnc2)C(C)C)CC1 (centres undefined)	-24	0.2	12	0.2	0.6	-2	-4	-5.8	2
CCN1CCCc2cc(CN(CCN3CCOCC3)C(=S)Nc3cccc(OC)c3)ccc21	18	-1.0	31	-1.2	0.4	-16	7	-0.3	13
O=C(Cc1cccc2ccccc12)NNC(=O)Nc1ccc(Cl)cc1	5	-1.0	-46	3.0	1.1	5	-1	0.8	3
Fc1cccc(NC(=S)Nc2ccc(Br)cc2)c1	16	1.2	-18	2.3	0.7	-10	-3	0.2	1
CCOC(=O)c1nn(-c2ccc(Br)cc2)cc1C(=O)c1cccc2ccccc12	2	1.6	32	0.3	-0.4	-8	-2	-1.1	0
COCCn1c(C)cc(C(=O)CSc2nc3ccccc3o2)c1C	13	0.6	-12	1.9	1.1	3	0	-0.3	4
COC(=O)C/C(O)=C(/N=Nc1cccc(C(F)(F)F)c1)C(=O)OC	6	0.3	-40	-2.2	-0.5	5	-1	-0.9	2
CCNC(=S)N1CCC(C(O)(c2ccccc2)c2ccccc2)CC1	-2	0.1	17	-0.6	0.4	3	1	0.9	7
O=C(NCc1ccccc1)c1ccccc1-c1nc2ccccc2[nH]1	-21	1.1	10	0.1	0.2	-4	1	1.3	7
O=C(CCn1c2c(c3ccccc31)CCCC2)NNC(=O)c1ccccc1[N+](=O)[O-]	1	-0.3	-6	-0.1	-0.8	-16	3	-0.1	2
COc1ccccc1N1CCN(Cc2nc3ccccc3c(=O)n2CC(C)=O)CC1	-14	-0.7	6	2.1	-0.2	-11	1	2.2	6
O=C(O)c1ccc(N/N=C/c2cc3c(cc2[N+](=O)[O-])OCO3)cc1	-4	0.3	36	0.8	0.2	-4	-2	0.5	1
COc1ccccc1CC(=O)NCc1csc(-c2cccs2)n1	6	-0.6	-17	0.8	-0.4	10	2	0.4	5
CCN(c1ccccc1)P(=O)(Nc1ccccc1)Nc1ccccc1	14	0.7	23	-0.5	-0.8	7	-3	1.1	1
O=C(N/N=C/c1coc2ccccc2c1=O)c1cn(-c2ccccc2)nc1-c1ccccc1	5	-0.5	20	0.5	0.3	-5	4	0.1	6
Cc1cc(Cl)c(S(=O)(=O)NC(C(=O)O)c2ccccc2)cc1OCC(N)=O (centres undefined)	-8	1.0	10	0.8	1.0	-17	-3	3.1	-1
CCn1c(C2CC(=O)N(c3cc(C)cc(C)c3)C2)nc2ccccc21 (centres undefined)	0	-0.7	-22	1.0	0.7	-2	-2	-0.8	6
CCCc1nnc(NC(=O)CSc2nc3ccccc3[nH]2)s1	-13	0.7	-7	0.3	0.1	-17	4	1.0	9
CNCc1ccccc1Sc1cc(O)ccc1O	10	0.3	-3	1.1	-0.1	-4	3	-2.0	5
CCOC(=O)c1ccc(N2C(=O)CC(SCC(N)C(=O)OCC)C2=O)cc1 (centres undefined)	11	-0.2	-7	0.9	1.2	-15	0	0.5	3

2 records drawn at random from those above, as already listed:
SMILES	m-calpain inh	PERK inhibitor	EP2 modulator	zfTRPN1 agonist	TRPML3 agonist	S1P4 antagonist	Ba/F3 V617F tox	S1P4 ag	BaF3 parental
O=C(N/N=C/c1coc2ccccc2c1=O)c1cn(-c2ccccc2)nc1-c1ccccc1	5	-0.5	20	0.5	0.3	-5	4	0.1	6
Cc1cc(Cl)c(S(=O)(=O)NC(C(=O)O)c2ccccc2)cc1OCC(N)=O (centres undefined)	-8	1.0	10	0.8	1.0	-17	-3	3.1	-1

The main list resumes; the 2 compounds before the break are reprinted first.
SMILES	m-calpain inh	PERK inhibitor	EP2 modulator	zfTRPN1 agonist	TRPML3 agonist	S1P4 antagonist	Ba/F3 V617F tox	S1P4 ag	BaF3 parental
CNCc1ccccc1Sc1cc(O)ccc1O	10	0.3	-3	1.1	-0.1	-4	3	-2.0	5
CCOC(=O)c1ccc(N2C(=O)CC(SCC(N)C(=O)OCC)C2=O)cc1 (centres undefined)	11	-0.2	-7	0.9	1.2	-15	0	0.5	3
Cc1ccnc(N2C(=O)C3C4CC(C(Br)C4Br)C3C2=O)c1 (centres undefined)	24	0.9	-6	2.1	0.9	-18	-4	-0.4	0
Cc1ccc(CNC(=O)NCc2ccccc2)cc1	-5	0.6	-12	-1.5	1.1	-8	4	0.6	9
O=C(NCCCc1ccccc1)N1CCOCC1	3	0.8	20	0.3	0.6	3	-3	0.2	5
N#C/C(=C\c1cccc(Oc2ccccc2)c1)C(=O)N1CCOCC1	25	0.4	-38	0.5	0.3	-9	3	0.7	1
CCOC(=O)Cn1nc(C)n(-c2ccc(Cl)cc2)c1=O	25	1.2	-13	0.1	0.3	4	4	3.2	5
CC(=O)Nc1ccc(Nc2ncnc3c2cnn3-c2cccc(C)c2)cc1	-189	-0.2	-43	1.8	1.0	3	-5	-0.3	1
O=c1oc(-c2ccc(Br)o2)nc2ccccc12	-10	0.3	-29	-0.3	-0.7	-4	-2	0.1	3
Cc1[nH]nc(N=CC2=C(O)CC(C)(C)CC2=O)c1-c1ccccc1	-9	0.7	-1	1.1	-0.1	1	0	0.8	7
COc1ccc(NC(=O)C(Sc2ccccc2)c2ccccc2)c(OC)c1 (centres undefined)	30	-0.4	34	-2.1	0.5	-3	1	1.1	8
COC(=O)c1cn(NC(=O)Cc2cccc(OC)c2)c(=O)c2ccccc12	11	-0.8	18	-0.6	-0.1	-12	4	1.9	3
Cc1ccc(OCCOCCn2cnc3ccccc3c2=O)cc1C	10	0.2	-16	0.7	0.6	2	4	-0.1	9
O=C(CN1CCN(c2ccccc2O)CC1)Nc1cccnc1Cl	5	0.1	-39	0.5	0.0	-5	4	-0.8	7
O=S1CC/C(=N\O)c2ccccc21 (centres undefined)	9	1.4	3	1.6	0.7	-9	-5	2.5	0
CC1Cc2ccccc2N1C(=O)CSc1nnnn1Cc1ccccc1 (centres undefined)	35	-0.4	-53	1.2	-0.5	-26	-1	-0.9	4
CC(=O)Nc1ccc(NC(=O)Nc2ccc(C)cc2C)cc1	-16	-0.3	-20	-0.1	0.2	9	-2	0.8	1
Cc1ccc(-n2c(CSc3nc(C)cc(C)n3)nnc2SCC(=O)N2CCCC2)cc1	-12	-0.1	19&1	-0.9	0.6	-13	-3	-0.1	-1
Cc1sc(NC(=O)CSc2nnnn2C2CCCC2)c(C#N)c1C	17	-0.2	-10	0.7	0.3	-12	-3	3.1	1
CC1CC(C)CN(C(=O)CCCn2c(=S)[nH]c3ccccc3c2=O)C1 (centres undefined)	12	-0.5	7	1.5	-0.2	7	2	0.4	3
COCC(C)n1c(C)cc(C(=O)COC(=O)c2nc3nc(C)cc(C)n3n2)c1C (centres undefined)	-10	0.9	-5	0.7	0.4	-9	-1	-0.6	2
CC1=C(C(=O)c2ccccc2)C(c2cn(-c3ccccc3)nc2-c2ccc(Cl)cc2)NC(=S)N1 (centres undefined)	-111	-0.1	9	1.2	-0.7	1	0	3.3	7

As a short view, five of the compounds above.
SMILES	m-calpain inh	PERK inhibitor	EP2 modulator	zfTRPN1 agonist	TRPML3 agonist	S1P4 antagonist	Ba/F3 V617F tox	S1P4 ag	BaF3 parental
CC1CCC(C(=O)NC(C(=O)NCc2cccnc2)C(C)C)CC1 (centres undefined)	-24	0.2	12	0.2	0.6	-2	-4	-5.8	2
CCN1CCCc2cc(CN(CCN3CCOCC3)C(=S)Nc3cccc(OC)c3)ccc21	18	-1.0	31	-1.2	0.4	-16	7	-0.3	13
O=C(Cc1cccc2ccccc12)NNC(=O)Nc1ccc(Cl)cc1	5	-1.0	-46	3.0	1.1	5	-1	0.8	3
Fc1cccc(NC(=S)Nc2ccc(Br)cc2)c1	16	1.2	-18	2.3	0.7	-10	-3	0.2	1
CCOC(=O)c1nn(-c2ccc(Br)cc2)cc1C(=O)c1cccc2ccccc12	2	1.6	32	0.3	-0.4	-8	-2	-1.1	0

Next part
SMILES	m-calpain inh	PERK inhibitor	EP2 modulator	zfTRPN1 agonist	TRPML3 agonist	S1P4 antagonist	Ba/F3 V617F tox	S1P4 ag	BaF3 parental
CC1=Nc2ccccc2N=C(NC(=O)CN2CCN(c3ccc(F)cc3)CC2)C1c1ccccc1 (centres undefined)	-26	-1.9	4	0.1	0.3	5	1	-0.1	1
CCOc1ccc(Oc2cc(C)nc(SC)n2)nn1	-5	0.6	-9	1.1	1.4	-17	0	-0.3	7
CC(C)CNC(=S)NNC(=O)c1csc2c1CCC(C)C2 (centres undefined)	-3	-0.7	1	-0.8	-0.1	-16	-3	0.8	2
COc1ccc(C(=O)Nc2ccc(CN3CCS(=O)(=O)CC3)cc2)cc1	-31	-0.2	-4	3.2	1.3	-8	-2	0.4	3
NC(=O)c1cc([N+](=O)[O-])ccc1NCCN1C(=O)c2ccc(C(=O)O)cc2C1=O	11	0.0	11	-1.2	0.6	-9	1	-0.6	0
COc1ccc(CCNC(=S)NC(=O)/C=C/c2ccc(C)cc2)cc1OC	-27	-0.2	15	-0.3	-0.2	1	-1	0.2	10
CC(=O)Nc1cccc(NS(=O)(=O)Cc2ccc(Cl)cc2)c1	-9	-0.5	4	-0.9	0.6	-8	-2	-1.2	3
CCOC(=O)c1cc(NC(=O)Nc2ccc(OC)c(OC)c2)c(C)nc1C	-3	0.1	-5	1.7	0.9	-5	1	-0.5	3
O=Nc1ccc(O)c2ncccc12	-2	-0.6	-54	0.5	1.1	-9	99*	2.2	103*
COC(=O)c1ccccc1NC(=O)c1noc2c1CCCC2	22	-0.4	39	-0.6	0.7	-2	-6	-3.1	-1
Cc1cccc(/C(N)=N/OC(=O)COc2ccc(Cl)cc2)c1	-7	0.0	12	-0.6	-0.6	3	-4	-2.5	1
O=C(/C=C/c1ccccc1)/C=C/c1ccccc1	10	1.0	-76	-1.5	0.3	8	-5	0.6	5
N#CC(C(=O)NCc1ccco1)c1nc2ccccc2nc1N1CCOCC1 (centres undefined)	-3	0.1	8	0.4	-0.5	-4	-4	-1.8	1
COc1ccc(C(=O)C(CN2CCOCC2)c2ccccc2)cc1F (centres undefined)	28	-0.8	6	-0.5	0.5	33*	93*	-4.8	49*
CCCCn1c(SCC(=O)NCc2ccco2)nc2c1c(=O)n(C)c(=O)n2C	12	1.0	15	2.0	0.8	0	-3	-1.1	4
CN1CCN(NC(=O)CC(C)(C)C)CC1	-16	0.5	13	1.9	0.7	-2	3	1.3	5
CCOC(=O)c1cc(-c2ccncc2)nc2c1c(C)nn2C	-418	-1.9	16	-0.2	-0.1	-32	3	3.2	4
